Screens (PubChem)
ST2 inh = inhibitors of human ST2 (IL1RL1) binding to IL-33; inhibition, % for hits at 17 µM; 2.3% of 78,000 active; AlphaLISA ST2-Fc/biotin-IL-33 interaction, 1 h; AID 1259354; in the data active = inhibition above about 30%; inconclusive = mostly about 10% to 28%
Target sequence (Q01638 whole entry, looked up): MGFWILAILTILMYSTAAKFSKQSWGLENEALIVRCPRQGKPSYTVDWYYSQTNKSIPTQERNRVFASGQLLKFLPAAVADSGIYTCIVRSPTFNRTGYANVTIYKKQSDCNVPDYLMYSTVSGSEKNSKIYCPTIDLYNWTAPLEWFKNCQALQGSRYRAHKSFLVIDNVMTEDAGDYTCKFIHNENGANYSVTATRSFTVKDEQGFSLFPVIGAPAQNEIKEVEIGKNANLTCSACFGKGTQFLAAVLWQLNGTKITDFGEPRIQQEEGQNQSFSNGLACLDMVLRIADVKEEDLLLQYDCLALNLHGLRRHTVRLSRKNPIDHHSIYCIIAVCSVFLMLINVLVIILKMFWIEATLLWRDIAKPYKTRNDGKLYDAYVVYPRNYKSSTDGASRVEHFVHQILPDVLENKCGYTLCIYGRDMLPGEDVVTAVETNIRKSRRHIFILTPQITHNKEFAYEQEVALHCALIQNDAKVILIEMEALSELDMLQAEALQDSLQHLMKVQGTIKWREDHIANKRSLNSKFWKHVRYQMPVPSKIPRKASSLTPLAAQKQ
Starred values were filed as active, the others as inactive; i = inactive; ? = inconclusive. A portion of the library; count on the stated rates, not on these rows.

SMILES | ST2 inh
COC(=O)C1=C(C)Nc2nc(SC)[nH]c(=O)c2C1c1cccc(Br)c1 (centres undefined) | i
Cc1ccc(CCNC(=O)c2c[nH]c3ccc(S(=O)(=O)Nc4ccccc4F)cc3c2=O)cc1 | i
COc1cccc(OCc2nc(C(=O)N[C@@H]3C[C@H]3c3ccccc3)co2)c1 | ?
Cc1ccc(S(=O)(=O)N2CCN(C)CC2)cc1 | i
Cn1cc(C(=O)NCc2ccc3c(c2)OCO3)c2c3ccccc3n(C)c2c1=O | i
Fc1ccc(Nc2ncnc3c2cnn3-c2ccc(Cl)cc2)cc1 | i
O=C(NCC1CCCN(S(=O)(=O)c2ccc(F)c(Cl)c2)C1)c1cccnc1 (centres undefined) | i
CC(NS(=O)(=O)c1ccc(Br)cc1)C(c1cccs1)N1CCN(C)CC1 (centres undefined) | ?
O=C(COc1ccc(Br)cc1)Nc1cc(-c2nc3ncccc3o2)ccc1Cl | i
CC1(C)CNC(=O)c2nc(CCCc3ccccc3)[nH]c2C1 | i
Cc1ccc(NC(=O)C(NC(=O)C2CCC(C)CC2)C(C)C)nc1 (centres undefined) | i
COc1cc(NC(=O)c2ccccc2)c(OC)cc1NC(=O)CCCOc1ccccc1 | i
Cc1cnc(C(=O)N2CCOc3ccc(C(O)C(c4ccccc4)c4ccccc4)cc3C2)cn1 (centres undefined) | ?
Cc1ccn(CCn2ccnc2-c2nn(C)c3cccc(Cl)c23)n1 | ?
O=C(NCCN1CCN(c2ccccc2F)CC1)C1CCCN(S(=O)(=O)c2cnc[nH]2)C1 (centres undefined) | i
CC(=O)Nc1ccc(C)cc1S(=O)(=O)N1CCC(n2c(Cc3ccccc3)nc3cccnc32)CC1 | i
COC(=O)[C@@H]1Cc2ncn(Cc3ccc(Cl)cc3)c2CN1C(=O)CC(C)(C)CC(=O)O | i
c1cc2c(-c3ccc(NC4CCCC4)nn3)cc(NC3CCNCC3)nc2[nH]1 | 40%*
O=C(Cc1ccccc1)Nc1ccnn1C1CCN(Cc2ccc3cccc(F)c3n2)CC1 | ?
CC1=NN(c2ccc(Br)cc2)C(=O)/C1=C/c1cccs1 | 39%*
O=c1c2cnn(-c3ccccc3)c2ncn1Cc1ccc(Br)cc1 | i
CCCCCCN(CCCCCC)C(=O)Cc1c(-c2ccc(F)cc2)[nH]c2ccccc12 | i
Cc1ccc(Nc2c(-c3ccc(Cl)cc3)nc3cnccn23)cc1 | i
COc1ccc(CN2CCCN(CC(=O)Nc3ccc(C)cc3C)S2(=O)=O)cc1 | i
O=C(C(NS(=O)(=O)c1cccs1)c1ccccc1)N1CCc2ccccc21 (centres undefined) | i

Of the compounds above, 6 contain a Cl atom.
SMILES | ST2 inh
Fc1ccc(Nc2ncnc3c2cnn3-c2ccc(Cl)cc2)cc1 | i
O=C(NCC1CCCN(S(=O)(=O)c2ccc(F)c(Cl)c2)C1)c1cccnc1 (centres undefined) | i
O=C(COc1ccc(Br)cc1)Nc1cc(-c2nc3ncccc3o2)ccc1Cl | i
Cc1ccn(CCn2ccnc2-c2nn(C)c3cccc(Cl)c23)n1 | ?
COC(=O)[C@@H]1Cc2ncn(Cc3ccc(Cl)cc3)c2CN1C(=O)CC(C)(C)CC(=O)O | i
Cc1ccc(Nc2c(-c3ccc(Cl)cc3)nc3cnccn23)cc1 | i

(list continues)
SMILES | ST2 inh
O=C(O)CCC(=O)Nc1ccc(-c2nnc(-c3ccco3)o2)cc1 | i
CC1(C)Nc2ccccc2C(=O)N1c1cccc(C(F)(F)F)c1 | i
COc1cc(/C=C2\SC(=N)N(c3ccc(Br)cc3)C2=O)ccc1OCC#N | ?
Cc1ccc(-c2cc(N3CCN(S(=O)(=O)c4cc(C)ccc4C)CC3)ncn2)cc1 | i
CCN(CC)CCN1C(=O)C(O)=C(C(=O)c2cccs2)C1c1cccc([N+](=O)[O-])c1 (centres undefined) | i
COc1cc2c(cc1OC)C(C(=O)Nc1ccccn1)C1c3ccccc3CCN1C2=O (centres undefined) | i
Cc1cc(N2CCCC2)nc(N2CCN(S(=O)(=O)c3ccc(Cl)cc3)CC2)n1 | i
COc1ccc(N(C)C(=O)C2(S(=O)(=O)c3ccc(Cl)cc3)CC2)cc1 | ?
COc1ccc(-c2nc3cnccn3c2Nc2ccc(C(C)C)cc2)cc1 | i
O=C(Cn1cnc2c(oc3ccccc32)c1=O)Nc1ccc(F)cc1 | i
C=CCN1C(=O)C(O)=C(C(C)=O)C1c1ccccc1F (centres undefined) | i
NS(=O)(=O)c1ccc(CCNC(=O)C2(S(=O)(=O)c3ccc(Cl)cc3)CC2)cc1 | i
CCOc1ccc(S(=O)(=O)Nc2ccc3oc(-c4ccccc4)cc3c2)cc1 | i
CCOc1ccc(Cn2c(CNS(=O)(=O)c3ccc(F)cc3)nc3cccnc32)cc1 | i
CC(C)[C@@H](C(N)=O)n1ccnc1-c1ccccc1C(=O)O | i
CCCCN(CC)S(=O)(=O)c1ccc(C(=O)Nc2nnc(CC)o2)cc1 | i
CO[C@H]1[C@H](NC(=O)c2cccc(F)c2)c2ccccc2C12CCN(Cc1nc(C(C)C)cs1)CC2 | i
Nc1nc(N)nc(-c2ccc(I)cc2)n1 | i
CCCOc1ccccc1C(=O)N1CCC2(CCN(C)C2)CC1 | i
COC(=O)[C@H](Cc1ccc(OC)cc1)NC(=O)[C@H]1CN(C(=O)c2ccc(N(C)C)cc2)CCN1C(=O)c1cccs1 | i
Cc1ccccc1N=Cc1cc([N+](=O)[O-])ccc1O | i
COc1ccc(NC(=O)c2ccccc2[N+](=O)[O-])cc1 | ?
CC(C)(C)C1CCc2onc(C(=O)Nc3ccc(C#N)cc3)c2C1 (centres undefined) | i
O=C(NCc1ccccc1Cl)C1C2C=CC3(CN(Cc4ccccc4Cl)C(=O)C13)O2 (centres undefined) | i
Fc1ccccc1-c1ccc(-c2nccn2CCc2cnccn2)o1 | ?
New compounds follow:
SMILES | ST2 inh
COc1ccc(OCc2nc(C#N)c(NCCc3ccccc3)o2)cc1 | ?
Nc1nonc1-c1noc(COc2ccc(Cl)cc2Cl)n1 | i
O=C(NCc1ccccc1)[C@@H]1Cc2nc[nH]c2CN1CC1CC1 | i
O=c1c(CN2CCN(Cc3ccc4c(c3)OCO4)CC2)coc2ccccc12 | ?
O=C(Nc1ccc2oc(-c3ccccc3F)nc2c1)c1cccc(I)c1 | i
COc1cc(NC(=S)N[C@H]2CO[C@H]3[C@@H]2OC[C@@H]3Nc2nccc(C(C)(C)C)n2)cc(OC)c1 | i
CC1(C)CC2CC(C)(CN2c2ncnc(N)c2[N+](=O)[O-])C1 (centres undefined) | i
c1coc(CN(CCN2CCOCC2)Cc2ccncc2)c1 | i
Cc1cccc(Cc2cnc(NC(=O)COc3ccccc3C)s2)c1 | i
COc1cc(C2=N/C(=C\c3ccc(Br)cc3)C(=O)O2)cc(OC)c1OC | ?
Cc1c(C(=O)NC2CCC(C)CC2)oc2ccc(S(=O)(=O)N3CCCC3)cc12 (centres undefined) | i
COc1cc(NC(=O)c2cc(C)on2)cc(OC)c1OC | i
CN(Cc1cc(-c2ccccc2)on1)C(=O)c1cn(Cc2cccc3ccccc23)nn1 | i
Cc1c(CN2CCn3nc(C(=O)N4CCCC4)cc3C2)oc2ccccc12 | ?
CN(C)c1cccc(Oc2nnnn2[C@H]2CO[C@H]3[C@@H]2OC[C@@H]3NC(=O)CC(C)(C)CC(=O)O)c1 | ?
O=C(N[C@H]1CCN2C(=O)c3cc(-c4ccc(Cl)cc4)ccc3NC(=O)[C@H]12)c1cccs1 | ?
O=C(O)C[C@@H]1CCN(Cc2ccccc2O)C[C@@H]1CCN1C[C@@H]2C[C@H](C1)c1cccc(=O)n1C2 | i
Cc1cccc(C(CC(=O)N2CCOCC2)c2ccccc2)c1O (centres undefined) | i
OCCC1CN(Cc2cccnc2)CCN1Cc1cccs1 (centres undefined) | i
Cc1ccc(F)cc1-c1cnc(N)cn1 | ?
Cc1ccnc(NC(c2ccc(N(C)C)cc2)c2ccc3cccnc3c2O)c1 (centres undefined) | 32%*
Cc1cc2c(cc1C(=O)N1CCCC3(CNC(=O)O3)C1)OCCO2 (centres undefined) | i
C#CC(N)CCC(=O)O (centres undefined) | i
O[C@@H]1C[C@@H](c2nc(-c3ccccc3)no2)N(Cc2cccc(OC(F)(F)F)c2)C1 | ?
CCSc1nsc(SCC)c1C#N | i
Remaining list, next part:
SMILES | ST2 inh
COc1cc([N+](=O)[O-])cc(CN2CCN(c3ccccc3F)CC2)c1O | i
CC(C)CN1CCC(CNC(=O)c2cnc(-c3cccnc3)nc2)C1 (centres undefined) | ?
CCOC(=O)c1[nH]c2ccccc2c1NC(=O)CC(C)(C)C | i
COc1ccccc1NC(=O)C1=C(C)Nc2nnnn2C1c1ccccc1[N+](=O)[O-] (centres undefined) | i
CCOC(=O)C(Cc1ccc(O)cc1)NC1=CC(=O)C(=O)c2ccccc21 (centres undefined) | i
CC1Cc2ccccc2N1C(=O)c1ccc2nc(N3C(=O)c4ccccc4C3=O)sc2c1 (centres undefined) | i
CCN1CCCC1CNC(=O)C1(O)c2ccccc2NC(=O)N1c1ccc(C)c(C)c1 (centres undefined) | i
O=C1NCC2(CCCN(c3ncnc4sccc34)CC2)O1 (centres undefined) | i
CS(=O)(=O)N1CCCC(C(=O)NC2CCCCC2)C1 (centres undefined) | i
CCCc1cc(N2CCn3nc(C(=O)N4CCOCC4)cc3C2)nc(C)n1 | i
COCCNC(=O)C1CCCN(C2CCN(Cc3nc(C)c(C)s3)CC2)C1 (centres undefined) | ?
COc1cc(/C=C2\CCCC3=C2Nc2ncnn2C3c2ccc(O)c(OC)c2)ccc1O (centres undefined) | i
COc1ccc(OC)c(C2C(C(=O)Nc3cc(C)ccn3)=C(C)NC3=C2C(=O)CCC3)c1 (centres undefined) | i
O=C(N/C(=C\c1ccc2c(c1)OCO2)C(=O)N1CCOCC1)c1ccc(Br)cc1 | i
CCOc1ccc(N(CC)C(=O)CCS(=O)(=O)c2cccc3nsnc23)cc1 | i
COc1ccc(/C=C/C(=O)NCC2Cc3cc(F)cc(-c4nc(C)cnc4C)c3O2)cc1OC (centres undefined) | i
CSc1nc2c(sc3ccccc32)c(=O)n1-c1ccccc1 | i
CCOC(=O)C1(Cc2cccc(F)c2)CCN(Cc2nccn2CC)CC1 | i
COc1ccc(C(=O)Nc2ccc3c(c2)oc2ccccc23)cc1OC | i
Cc1cc(=O)n(CC(=O)N2C[C@@H]3C4CCC(CC4)[C@@H]3C2)nc1C | i
O=C(O)CC(=O)NC12CC3CC(CC(C3)C1)C2 | i
Cn1nc(C(=O)N2CC[C@H](CO)[C@H](O)C2)c2c1CCCC2 | ?
CC(C)NC(=O)CNC(C)COc1ccccc1 (centres undefined) | ?
COc1ccc2nc3oc(C(=O)NCCc4ccc(OC)c(OC)c4)cc3cc2c1 | i
COc1ccc(NC(=O)CCCn2c(=O)c3sccc3n(CC(=O)C(C)(C)C)c2=O)cc1 | i

Compounds above with a CF3 group:
SMILES | ST2 inh
CC1(C)Nc2ccccc2C(=O)N1c1cccc(C(F)(F)F)c1 | i
O[C@@H]1C[C@@H](c2nc(-c3ccccc3)no2)N(Cc2cccc(OC(F)(F)F)c2)C1 | ?

Returning to the listing, repeating the 2 entries before the break.
SMILES | ST2 inh
COc1ccc2nc3oc(C(=O)NCCc4ccc(OC)c(OC)c4)cc3cc2c1 | i
COc1ccc(NC(=O)CCCn2c(=O)c3sccc3n(CC(=O)C(C)(C)C)c2=O)cc1 | i
C(=C\c1cccc(-n2cnnc2)c1)/c1ccccc1 | ?
C(=C\c1ccco1)/CN1CCC(CCn2cccn2)CC1 | ?
O=C(Cn1cnc2c(oc3ccccc32)c1=O)Nc1ccccc1F | ?
COc1ccc(N2CCN(Cc3ccc(-c4ccn[nH]4)o3)C(C)C2)cc1 (centres undefined) | ?
O=C(C1CCN(S(=O)(=O)c2cccc3cccnc23)CC1)N1CCCC1 | ?
Cc1ccccc1OCC(=O)Nc1ccccc1I | i
CN(CCCn1cccn1)C(=O)c1ccc(NC(=O)C2CCC2)cc1 | i
O=C(Cc1cccs1)N1CCN=C1SCc1ccc(Br)cc1 | i
O=C(CN1C(=O)CNC1=O)N1CCC(c2[nH]ncc2-c2cccc(F)c2)CC1 | i
C1=C[C@H]2C[C@@H]1C[C@H]2Cc1nc(-c2cnccn2)no1 | i
O=C1c2cccnc2C(Nc2ccc(F)cc2F)N1Cc1ccccc1 (centres undefined) | i
CCN=c1sc(C=C2C=Nc3ccccc32)c(O)n1CC | ?
Cc1ccc(NS(=O)(=O)c2ccc([N+](=O)[O-])cc2)cc1 | i
Cc1cc(CNC(=O)COc2cccnc2)c2[nH]c(C)c(C)c2c1 | ?
O=C(Nc1ccc(Br)cc1F)C1CCN(C(=O)c2ccc(Cl)cc2Cl)CC1 | ?
CSc1nc(C(=O)NCc2cccnc2N2CCOCC2)cs1 | ?
CC(=O)Cn1c(CN2CCN(c3ccc(F)cc3)CC2)nc2c1c(=O)[nH]c(=O)n2C | i
O=C1NCC2(CCCN(c3ncnc4[nH]ccc34)CC2)O1 (centres undefined) | i
O=C(NCCN1CCOCC1)c1cnc2n(c1=O)CCS2 | i
CCN(CC)S(=O)(=O)c1ccc2oc(C(=O)NC3CCCCC3C)c(C)c2c1 (centres undefined) | i
Cc1cccc(C(=O)Nc2sc3c(c2C(=O)N2CCOCC2)CCC(C)C3)c1 (centres undefined) | ?
CCOC(=O)Cn1c(=N)n(Cc2ccccc2)c2ccccc21 | i
CCCn1nc(C)c2c1NC(=O)CC2c1ccc(S(=O)(=O)NC)cc1 (centres undefined) | i
COc1cccc(-c2cn3nc4c(nc3n2)CCCC4)c1 | ?
CC1(C)Cc2c(nn(-c3ccccc3)c(=O)c2C#N)CO1 | ?
